High-throughput results deposited in PubChem by The Scripps Research Institute Molecular Screening Center.
ABHD4 inh: ABHD4 (mouse) inhibition, primary FP screen; Q8VD66; purified mABHD4, FP-Rh probe fluorescence polarization; inhibition, % at 8.92 µM; 370,000 tested, 0.54% active;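 active = inhibition exceeding the mean over every tested compound plus 3 SD, cut at about 30% in these data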;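 note: 0% = plate median of compound wells and 100% = S159A mutant with DMSO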
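Test system: mABHD4 protein; Read-out basis: % inhibition; Incubation: 45 min + 60 min at 25 °C; Repeats: single replicate; Technique: fluorescence polarization with parallel and perpendicular emission, 525/598 nm; Compound: 8.92 µM, single dose; Benchmarks: full inhibition S159A mutant plus DMSO, zero as sample-well median.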
TDP2 inh: TDP2 (human) inhibition, absorbance primary screen; inhibition, % at 12.8 µM; O95551; recombinant TDP2, T5PNP hydrolysis, p-nitrophenol absorbance 415 nm; 370,000 tested, 0.34% active;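 active = inhibition above the mean of all tested compounds plus 3 SD, set per campaign, cut at about 25% in these data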;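 note: 0% = DMSO with enzyme and 100% = buffer with substrate but no TDP2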
Target sequence (O95551 whole entry, looked up): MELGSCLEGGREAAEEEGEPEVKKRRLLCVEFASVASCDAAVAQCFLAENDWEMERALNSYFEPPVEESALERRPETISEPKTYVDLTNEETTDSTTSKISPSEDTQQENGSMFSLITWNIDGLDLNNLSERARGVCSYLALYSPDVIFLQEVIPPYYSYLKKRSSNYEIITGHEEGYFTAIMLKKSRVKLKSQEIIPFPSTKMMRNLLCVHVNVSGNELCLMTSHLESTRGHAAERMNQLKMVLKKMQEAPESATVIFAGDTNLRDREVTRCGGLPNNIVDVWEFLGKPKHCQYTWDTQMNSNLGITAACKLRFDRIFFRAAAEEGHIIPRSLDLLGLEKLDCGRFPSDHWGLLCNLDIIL
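Assay system: recombinant human TDP2 / Reagent: T5PNP substrate at 5 mM, a TopII-DNA adduct mimic / Measured by: epi absorbance from released p-nitrophenol / Evaluation: % inhibition relative to enzyme-containing and enzyme-free wells / Control set: enzyme-free and DMSO wells / Replicates: each compound tested once, singlicate / Schedule: enzyme reaction with compound for 2 h at 37 °C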
SIAE inh: human SIAE inhibition, primary screen; 370,000 tested, 0.69% active; inhibition, % at 9.66 µM; Q9HAT2; SIAE FP-Rh probe binding, fluorescence polarization;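 active = inhibition above a cutoff: mean of compounds within the control limits plus 3 SD of those, cut at about 17% in these data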;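 note: 0% = plate median of compound wells and 100% = probe without SIAE protein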
HTRA1 inhibitor: HTRA1 (human) protease inhibition; inhibition, % at 5.96 µM; Q92743; recombinant HTRA1, FP-rhodamine activity-based probe, fluorescence polarization; AID 504803; 340,000 tested, 0.5% active; in the data active = inhibition above about 36%;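 note: 0% = enzyme with DMSO and 100% = wells lacking enzyme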
Target sequence (Q92743 whole entry, looked up): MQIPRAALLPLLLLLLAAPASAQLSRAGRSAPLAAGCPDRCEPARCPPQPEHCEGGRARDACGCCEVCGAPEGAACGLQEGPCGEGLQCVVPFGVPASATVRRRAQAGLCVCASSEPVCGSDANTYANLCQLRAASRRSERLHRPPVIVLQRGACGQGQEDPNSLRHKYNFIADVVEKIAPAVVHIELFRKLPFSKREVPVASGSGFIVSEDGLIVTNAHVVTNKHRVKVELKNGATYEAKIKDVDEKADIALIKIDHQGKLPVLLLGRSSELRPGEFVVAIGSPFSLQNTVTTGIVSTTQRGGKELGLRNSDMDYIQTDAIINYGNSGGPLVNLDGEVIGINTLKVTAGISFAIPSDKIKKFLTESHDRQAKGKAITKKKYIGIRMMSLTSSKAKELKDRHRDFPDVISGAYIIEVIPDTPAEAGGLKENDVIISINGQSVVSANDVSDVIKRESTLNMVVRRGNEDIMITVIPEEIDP
PG9 Ab binder: PG9 antibody binding by small molecule; TR-FRET gp120-PG9 antibody binding; inhibition, % at 6.7 µM; 360,000 tested, 0.43% active; AID 624416; in the data active = inhibition above about 8.5%
PRMT1 FP inh: PRMT1 (human) inhibition, primary screen; AID 652257; recombinant PRMT1, activity-based probe fluorescence polarization; inhibition, % at 2.79 µM; Q99873; 370,000 tested, 1.3% active;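 active = inhibition above about 21% made by adding two undisclosed values, limit read from the data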
LEDGF integ inh: blocks HIV-1 LEDGF/p75-dependent DNA integration. TR-FRET IN-LEDGF/p75 DNA integration, Eu/Cy5. inhibition, % at 3.7 µM. 370,000 tested, 0.64% active. AID 743269;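 active = inhibition above the screen-wide mean plus 3 SD, cut at about 13% in these data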;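 note: signal is the Cy5 over europium emission ratio at 671 and 618 nm; 0% = plate median of compound wells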
DDE Tn7 FP inh: DD(E)-Tn7 binding inhibition, primary FP screen; FP displacement of FITC-Tn7 peptide from fibrin DD(E); 0% = median of compound wells per plate; inhibition, % at 8.3 µM; 370,000 tested, 0.13% active; AID 720508;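 active = inhibition above the mean of compounds falling within the control limits plus 3 SD of them, cut at about 14% in these data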;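 note: 0% = plate median of compound wells and 100% = 10 µM Aha-Tn7 peptide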
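Also added: labelled Tn7 tracer, 0.1 µM; Assay system: human fibrin DD(E) protein; Amount: 2 µM fibrin DD(E); Schedule: 10 min compound pre-incubation, 3 h probe incubation at room temperature; Repeats: one replicate per compound; Read-out basis: percent inhibition; Measured by: fluorescence polarization of the labelled Tn7 tracer.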
UHRF1 MBD2 ctr: UHRF1 methyl-DNA binding inhibition; Q96T88; UHRF1 binding to methylated oligo, TR-FRET; inhibition, % at 4.4 µM; 370,000 tested, 0.75% active; AID 687016; in the data active = inhibition above about 21%;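 note: UHRF1 SRA domain binding a hemimethylated CpG hairpin DNA probe; 0% = median of test compound wells and 100% = reference inhibitor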
TCR CD3 inh: human TCR-CD3 binding inhibition; TAMRA-labeled TCR probe fluorescence, biochemical; inhibition, % at 9.4 µM; 360,000 tested, 0.37% active; AID 651800; in the data active = inhibition above about 19%;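 note: recombinant mutant TCR 2C K166C tagged with TAMRA read by polarization; 0% = receptor in buffer alone and 100% = receptor with positive control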
* = called active by the depositor; · = not tested or not shown.

SMILES	ABHD4 inh	TDP2 inh	SIAE inh	HTRA1 inhibitor	PG9 Ab binder	PRMT1 FP inh	LEDGF integ inh	DDE Tn7 FP inh	UHRF1 MBD2 ctr	TCR CD3 inh
COc1ccc(S(=O)(=O)Nc2ccccc2C(=O)N2CCOCC2)cc1OC	1.5	17.2	1.6	-2.7	1.0	2.5	0.3	3.8	0.2	-0.4
Cc1cc(C)cc(NS(=O)(=O)c2csc(C(N)=O)c2)c1	-5.0	-5.1	-4.5	-10.7	-0.4	3.5	-8.0	0.6	1.8	-4.9
CCN1CC2=C(OC(N)=C(C#N)C2c2cccs2)/C(=C/c2cccs2)C1 (centres undefined)	3.1	-6.0	-2.2	-5.4	-2.2	6.2	4.4	-0.7	-0.7	1.7
Cc1cc(NC(=O)COC(=O)C(C)Oc2ccc(Cl)cc2Cl)no1 (centres undefined)	5.6	6.6	-3.2	-5.1	-2.3	3.2	-2.6	-0.3	-1.4	-0.8
Nc1nonc1-n1nnc(C(=O)N/N=C/c2cccc(Cl)c2)c1CSc1ccc(Cl)cc1	0.8	-1.5	-1.5	-4.4	-0.9	1.4	-1.6	5.2	-0.7	-2.4
CN(C)C(/C=C/Nc1ccc(Br)cc1)=C(C#N)C#N	1.3	0.1	3.2	7.5	-3.5	-2.9	0.7	-8.0	-2.6	-5.3
CN(/N=C/c1c[nH]c2ccccc12)c1cnn(-c2ccc(F)c(Cl)c2)c(=O)c1Cl	6.5	-1.8	9.4	-0.2	-1.6	-0.5	4.0	-8.1	-1.7	3.7
Cc1ccc(CNC(=O)c2ccc(N3CCC4(CC3)CC(c3ccccc3)=NO4)c(NC(=O)c3ccccc3)c2)cc1	-1.3	-0.2	-16.3	-25.1	1.4	-3.7	-3.1	-4.5	-3.0	-5.4
Cc1ccc(NC(=O)COC(=O)c2ccc(F)cc2Cl)c(Br)c1	2.2	-13.1	-0.5	5.8	1.5	-12.0	2.8	-3.5	1.3	1.4
COC(=O)c1ccc(Cn2nnc3c(=O)[nH]c(C4CCCN(S(=O)(=O)c5ccc(C)cc5)C4)nc32)cc1 (centres undefined)	6.7	-3.3	2.3	1.3	0.2	-2.0	1.6	-1.2	0.8	-0.5
CNc1cncc(C(=O)O)c1	-4.1	10.5	9.1	4.1	-0.4	8.0	6.3	-7.9	-9.3	1.7
Cc1cc(C)cc(OCC(=O)NC(C)c2ccccc2)c1 (centres undefined)	-4.1	21.4	-6.2	-2.5	1.1	2.6	-1.2	7.3	-1.0	1.5
CCn1cc(C(=O)O)c(=O)c2cc(F)c(N3CCN(C(=S)NC(=O)c4ccc(Br)cc4)CC3)cc21	1.6	-3.0	-5.4	·	-1.1	-1.7	-3.9	5.6	1.6	5.0
CCN(c1ccccc1)S(=O)(=O)c1ccc(OC)c(NC(=O)CNCCc2ccccc2)c1	12.5	8.1	5.3	-45.4	-0.6	-0.2	-2.9	1.1	2.4	-2.6
Cc1ccc(S(=O)(=O)N(C)c2nonc2C)cc1	-2.6	10.3	10.5	1.7	0.2	0.8	4.0	-2.0	1.0	3.9
COc1ccc(NC(=S)N2CCN(Cc3ccccc3)CC2)c(OC)c1	-0.7	5.3	3.3	-1.3	-2.1	1.7	-4.9	14.7*	3.6	-5.8
O=C(N/N=C/c1cccnc1)C(O)c1ccccc1 (centres undefined)	3.4	6.5	10.3	-2.3	-0.6	-1.0	3.1	-4.3	6.6	7.7
CCc1nnc(NC(=O)COc2ccc([N+](=O)[O-])cc2)s1	-4.6	-18.4	-5.1	-1.2	-2.1	-4.3	6.4	-0.1	3.0	0.4
CCC(C)NCCC(=O)Nc1ccc(Cl)c(S(=O)(=O)Nc2ccc(Cl)cc2)c1 (centres undefined)	-0.8	4.7	-0.4	-2.0	2.9	-0.9	-3.8	6.0	-1.1	-1.3
Cc1cc(C)cc(N(CC(=O)NCc2ccco2)S(=O)(=O)c2ccccc2)c1	6.1	-10.2	-2.2	0.5	0.1	1.3	-6.0	6.0	1.5	-6.7
C[C@@H]1CN([C@H](C)CO)C(=O)CCCn2cc(nn2)CO[C@H]1CN(C)C(=O)Nc1ccnc(N2CCOCC2)c1	2.9	-7.2	-3.7	7.9	-1.4	0.2	0.3	-6.3	-0.3	1.8
C=CCOC(=O)C1=C(C)N=c2s/c(=C3\C(=O)N(CC(=O)O)c4ccccc43)c(=O)n2C1c1ccc(OC)cc1 (centres undefined)	16.8	-3.7	6.8	-2.4	0.2	2.2	1.7	0.8	1.4	4.6
COc1ccc(C(=O)NCCNc2nc3cc(C)cc(C)c3cc2C#N)c(OC)c1	3.0	-4.0	-2.5	·	-2.8	-2.2	0.1	-3.8	-2.0	9.4
OC(COc1ccccc1)Cn1c2ccccc2c2ccccc21 (centres undefined)	-11.6	3.1	-11.0	-37.9	-1.8	0.1	-1.8	3.3	-1.1	4.8
O=C(CN(c1ccccc1)S(=O)(=O)c1ccccc1)NCCSc1ccccn1	-3.6	-0.5	-4.0	-0.7	-0.6	1.5	-2.5	-5.5	2.8	-4.0
CC(C)Cn1c(CN(C)Cc2ccccc2)nc2c1c(=O)n(C)c(=O)n2C	0.6	2.1	1.2	-5.8	-0.5	0.1	0.4	-0.8	0.4	-3.9
O=C(Cc1cccc2ccccc12)Nc1ccc2c(c1)C(=O)NC2=O	-6.2	3.9	-11.1	-16.2	1.7	-0.1	2.3	4.7	4.9	1.8
CCc1cccc2c(C(=O)CSc3nncn3C)c[nH]c12	7.9	2.9	-8.0	2.4	-0.7	-2.5	-0.5	-0.9	-2.2	3.6
CCCOC(=O)c1ccc(Cl)c(NC(=O)c2ccc(-c3ccccc3)cc2)c1	6.5	7.0	-2.7	-0.7	-1.6	2.2	-1.7	3.9	-2.7	2.3
CN(C)/C=N/C(=S)Nc1ccc(F)cc1	-2.6	7.4	5.0	1.6	0.2	-7.1	-3.7	8.2	0.3	3.8
N#C/C(=C/c1ccco1)c1nc2ccccc2s1	-16.7	-4.1	-6.8	-16.2	-1.6	15.7	0.8	0.8	-5.4	-0.7
C=C(C)C1CC=C(CN2CCC(O)CC2)CC1 (centres undefined)	0.5	-0.2	-1.6	-2.9	-0.9	-0.8	-0.6	-5.6	1.2	7.2
CCOC(=O)N1CCN(S(=O)(=O)c2ccc(C)cc2)C1	-6.7	-14.2	-5.3	-2.2	0.2	-0.7	0.3	0.6	1.4	2.2
Cc1nc(NC2=NCN(Cc3cccnc3)CN2)nc2ccccc12	8.2	-6.5	-2.7	5.7	0.5	2.7	1.1	1.5	8.7	-4.3
CCC(C)(C)NC(=O)C(c1ccccc1)N(Cc1cccs1)C(=O)Cn1nnc2ccccc21 (centres undefined)	-6.2	-0.5	1.1	-9.8	-0.8	-1.9	0.9	-2.7	-0.7	0.2
CCCCN(C)C(=O)c1nc2ccccn2c1CNCCCn1nnc2ccccc21	0.1	2.8	-3.1	-0.7	-0.6	-2.5	-0.5	2.8	0.5	4.3
Cc1cc(C)c(NS(=O)(=O)c2ccc(NC(=O)/C=C/C(=O)O)cc2)c(C)c1	0.9	-10.9	-12.9	·	0.8	13.9	-5.9	2.4	5.0	-5.7
O=C(O)c1cccc2c1-c1c(cccc1[N+](=O)[O-])C2	11.6	-2.7	4.6	8.1	-1.3	4.7	-1.2	0.7	0.8	-8.9
CC(c1ccc(Cl)cc1)n1c(-c2ccc3ccccc3n2)n[nH]c1=S (centres undefined)	-13.5	-12.1	3.2	-11.2	-4.7	7.4	2.5	-2.9	2.5	8.9
COC(=O)c1ccc2nc(-c3ccco3)c(Cc3ccc(OC)cc3C)n2c1	-5.7	1.9	1.3	·	1.7	21.9*	6.0	7.9	10.8	-5.5

Given with the structure last: entries from further up
ABHD4 inh	TDP2 inh	SIAE inh	HTRA1 inhibitor	PG9 Ab binder	PRMT1 FP inh	LEDGF integ inh	DDE Tn7 FP inh	UHRF1 MBD2 ctr	TCR CD3 inh	Compound
1.3	0.1	3.2	7.5	-3.5	-2.9	0.7	-8.0	-2.6	-5.3	CN(C)C(/C=C/Nc1ccc(Br)cc1)=C(C#N)C#N
-5.0	-5.1	-4.5	-10.7	-0.4	3.5	-8.0	0.6	1.8	-4.9	Cc1cc(C)cc(NS(=O)(=O)c2csc(C(N)=O)c2)c1
1.6	-3.0	-5.4	·	-1.1	-1.7	-3.9	5.6	1.6	5.0	CCn1cc(C(=O)O)c(=O)c2cc(F)c(N3CCN(C(=S)NC(=O)c4ccc(Br)cc4)CC3)cc21
-6.2	3.9	-11.1	-16.2	1.7	-0.1	2.3	4.7	4.9	1.8	O=C(Cc1cccc2ccccc12)Nc1ccc2c(c1)C(=O)NC2=O

Carrying on.
SMILES	ABHD4 inh	TDP2 inh	SIAE inh	HTRA1 inhibitor	PG9 Ab binder	PRMT1 FP inh	LEDGF integ inh	DDE Tn7 FP inh	UHRF1 MBD2 ctr	TCR CD3 inh
NS(=O)(=O)c1ccc(CCNC(=O)CSc2nc3ccsc3c(=O)n2CCCCC(=O)O)cc1	0.6	3.6	7.7	0.4	0.9	2.7	2.4	0.1	3.0	5.0
Cc1ccc(Cn2c(=N)n(CC(=O)c3ccccc3)c3ccccc32)cc1	4.2	-7.4	-0.3	-18.9	-0.2	1.2	5.4	-11.9	-1.8	4.5
COc1ccc(NC(=O)c2sc3nc(C)nc(N4CCN(c5ccccn5)CC4)c3c2C)cc1Cl	1.5	11.8	-55.7	0.6	-1.6	-3.0	-1.7	6.2	-0.5	13.5
COc1ccc(-n2c(Cc3cccn3C)nnc2SCC(=O)Nc2cccc(F)c2)cc1	-6.9	-13.0	0.9	-24.4	-0.1	8.8	2.5	5.0	0.7	-7.8
Cc1cn([C@H]2C[C@H](O)[C@@H](CNCc3cccn3-c3nccs3)O2)c(=O)[nH]c1=O	1.9	11.2	3.5	5.9	-0.3	-1.6	5.3	-0.7	-4.3	-1.0
CSc1sc(C(=O)NC(=O)NCc2ccncc2)c(C)c1-c1ccon1	-4.1	0.9	-0.7	11.1	-2.1	-0.2	-1.3	1.7	-3.0	6.5
c1ccc(N2CCN(c3nc(-c4ccccn4)nc4ccccc34)CC2)cc1	6.5	-5.8	-1.4	40.2*	-1.7	-2.8	3.4	7.7	-7.8	-1.2
CCN1C(=O)[C@H]2[C@@H](c3ccc(OC)cc3)N[C@]3(CCCN(Cc4ccc(OC)cc4)C3=O)[C@H]2C1=O	5.0	5.6	0.3	-0.5	-1.9	0.9	-2.2	-8.2	3.8	-7.9
O=C(CCl)NN1C(=O)NC2(CCCCC2)C1=O	7.4	0.9	-5.0	6.2	-0.7	6.7	-11.8	-1.8	1.9	-1.7
Cc1ccccc1C(=O)N[C@@H](Cc1cccnc1)C(=O)N1CCC[C@H]1C(=O)NCCc1ccccc1Cl	6.0	2.7	-0.4	·	0.1	5.2	-1.8	8.3	-0.7	-6.1
CC1=CCC2([N+](=O)[O-])CN(CC(=O)O)CC1([N+](=O)[O-])C2 (centres undefined)	-1.1	1.6	-1.5	1.4	-0.5	-1.3	-2.2	-3.4	2.2	8.9
